Screening results: PubChem, Sanford-Burnham Center for Chemical Genomics
Apaf-1 inh = inhibitors of human Apaf-1 apoptosome | O14727 | reconstituted apoptosome caspase-3 activity, DEVD-Rh110 fluorescence | inhibition, % at 20 µM | hit rate 0.71% among 330,000 | AID 489030; active = inhibition of at least 40% at 20 µM;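 note: plate controls were DMSO wells for no effect and DEVD-CHO caspase inhibitor wells for full effect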
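detection = Rh110 fluorescence intensity | test system = biochemical Apaf-1 apoptosome reconstitution | also added = cytochrome c and DEVD-Rh110 substrate | schedule = 30 min plus 50 min, RT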
HKDC1 inh = HKDC1 (human) hexokinase inhibition; Q2TB90; recombinant HKDC1, G6PDH/diaphorase resazurin coupled fluorescence; inhibition, % at 20 µM; hit rate 0.16% among 340,000; AID 493160;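 active = inhibition above about 35% when tested at 20 µM, limit read from the data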;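 note: plate controls were DMSO wells with enzyme for no effect and DMSO wells lacking enzyme for full effect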
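Material: recombinant HKDC1 hexokinase; Amount: HKDC1 at 5 µg/mL; Medium: Tris pH 8.0 buffer with MgCl2, Tween-20, BSA, BME; Schedule: 90 min reaction incubation at room temperature, dark; Technique: coupled resazurin fluorescence, excitation 525 nm, emission 613 nm.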
SENP7 inh = blocks the human protease SENP7 | inhibition, % at 5 µM | hit rate 1.5% among 330,000 | AID 434973 | recombinant SENP7, Z-RLRGG-aminoluciferin luminescence, 40 min | Q9BQF6;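 active = inhibition above about 50% at the single test dose, limit read from the data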;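 note: plate controls were DMSO with enzyme for no effect and no enzyme buffer wells for full effect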
SENP1 FRET inh = SENP1 (human) catalytic domain inhibition; inhibition, % at 10 µM; recombinant SENP1 catalytic domain, CyPet-SUMO1-YPet FRET cleavage; hit rate 0.21% among 360,000;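 active = inhibition at least 30% at 10 µM, raw YFP signal under a set limit, fluorescence ratio 0.5 to 1.5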;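 note: 0% = enzyme with DMSO and 100% = no enzyme wells; some results filed as inactive read as strong as hits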
Target sequence (Q9P0U3 419-644 limits assumed): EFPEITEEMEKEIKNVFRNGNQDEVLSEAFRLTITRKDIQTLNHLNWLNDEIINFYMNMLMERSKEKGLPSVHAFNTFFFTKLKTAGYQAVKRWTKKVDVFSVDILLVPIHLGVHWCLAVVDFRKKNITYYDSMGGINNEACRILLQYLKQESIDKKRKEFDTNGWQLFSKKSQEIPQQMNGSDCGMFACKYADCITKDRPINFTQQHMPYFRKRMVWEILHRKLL
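Controls: no-enzyme wells low, DMSO-plus-enzyme wells high control. Test system: human recombinant His6-tagged SENP1 catalytic domain enzyme. Reagent: SFCypet-SUMO1-SFYpet FRET protein substrate, 25 nM final. Doses: one dose per compound, 10 µM, 0.5% DMSO. Detection: FRET, CFP and YFP emission. Timing: 50 min reaction at room temperature.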
SENP8 block-1 = inhibitors of human SENP8 protease; hit rate 0.64% among 360,000; recombinant SENP8, Nedd8 substrate fluorescence; AID 602440; inhibition, % at 20 µM; in the data active = inhibition mostly above about 40%, no sharp cut-off; inactive = mostly below about 27%
Target sequence (Q96LD8 whole entry, looked up): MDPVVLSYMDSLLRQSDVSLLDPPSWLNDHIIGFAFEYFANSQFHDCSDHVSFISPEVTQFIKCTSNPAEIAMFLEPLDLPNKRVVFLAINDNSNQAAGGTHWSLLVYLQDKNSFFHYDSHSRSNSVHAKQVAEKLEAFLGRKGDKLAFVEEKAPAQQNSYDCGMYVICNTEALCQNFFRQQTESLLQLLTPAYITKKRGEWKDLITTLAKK
SENP6 inh = blocks the human protease SENP6 | Q9GZR1 | Recombinant SENP6 catalytic domain, aminoluciferin luminescence | inhibition, % at 10 µM | hit rate 1.8% among 330,000 | AID 2599;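 active = inhibition above about 50% at the single tested dose, limit read from the data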;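 note: plate controls were DMSO wells with enzyme for no effect and DMSO wells lacking enzyme for full effect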
Target sequence (Q9GZR1 628-1112 limits assumed): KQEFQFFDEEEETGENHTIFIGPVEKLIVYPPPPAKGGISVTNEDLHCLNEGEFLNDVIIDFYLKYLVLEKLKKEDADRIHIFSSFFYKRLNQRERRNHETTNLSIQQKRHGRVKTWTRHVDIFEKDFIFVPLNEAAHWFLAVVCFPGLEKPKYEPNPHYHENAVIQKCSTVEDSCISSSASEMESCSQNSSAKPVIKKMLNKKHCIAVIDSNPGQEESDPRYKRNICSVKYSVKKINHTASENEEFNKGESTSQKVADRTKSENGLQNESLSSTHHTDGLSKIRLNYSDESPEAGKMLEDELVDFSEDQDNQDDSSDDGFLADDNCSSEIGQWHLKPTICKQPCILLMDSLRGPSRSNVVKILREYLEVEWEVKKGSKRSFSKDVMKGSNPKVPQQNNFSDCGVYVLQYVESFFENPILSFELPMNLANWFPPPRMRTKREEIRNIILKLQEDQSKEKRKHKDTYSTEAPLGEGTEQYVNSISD
PfGluPho inh = PfG6PD (Plasmodium falciparum) enzyme inhibition; PfGluPho enzyme, NADPH resazurin-diaphorase fluorescence; inhibition, % at 20 µM; hit rate 0.78% among 350,000; AID 504690;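 active = inhibition reaching at least a set limit at 20 µM in the primary screen, cut at about 59% in these data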;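 note: 0% = DMSO wells with substrate and 100% = DMSO wells lacking glucose-6-phosphate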
SENP8 block-2 = inhibitors of human SENP8 protease. Q96LD8. purified SENP8, Z-RLRGG-aminoluciferin cleavage, luminescence. inhibition, % at 10 µM. hit rate 1.2% among 330,000. AID 2540; in the data active = inhibition above about 50%
The depositor's hits bear a star; x = not tested or not shown. Not a hit list; 3.6% or so of the library scored in one or more.

Start of the data: the first two compounds (preview)
SMILES | Apaf-1 inh | HKDC1 inh | SENP7 inh | SENP1 FRET inh | SENP8 block-1 | SENP6 inh | PfGluPho inh | SENP8 block-2
CC1CCCCN1C(=S)NCCc1ccccc1 (configuration not stated) | 8 | 6 | -1 | 4 | 7 | -15 | -3 | -7
O=C(Nc1cccc(NC(=O)c2cc([N+](=O)[O-])ccc2Cl)n1)c1cc([N+](=O)[O-])ccc1Cl | -7 | 10 | 5 | 2 | 15 | -23 | 12 | -1

Main list (from the top)
SMILES | Apaf-1 inh | HKDC1 inh | SENP7 inh | SENP1 FRET inh | SENP8 block-1 | SENP6 inh | PfGluPho inh | SENP8 block-2
CC1CCCCN1C(=S)NCCc1ccccc1 (configuration not stated) | 8 | 6 | -1 | 4 | 7 | -15 | -3 | -7
O=C(Nc1cccc(NC(=O)c2cc([N+](=O)[O-])ccc2Cl)n1)c1cc([N+](=O)[O-])ccc1Cl | -7 | 10 | 5 | 2 | 15 | -23 | 12 | -1
Cn1c(CSc2nc3ccccc3s2)nnc1SCC(=O)NCCCN1CCOCC1 | -8 | -3 | -3 | 1 | 10 | -9 | 2 | 3
COc1ccc(C(=O)Nc2ccc3oc(-c4cccnc4)nc3c2)cc1OC | 5 | -2 | 10 | 0 | -428 | -17 | -17 | -7
O=C(NCc1ccc2c(c1)OCO2)C1CC(=O)N(c2ccc(F)cc2)C1 (configuration not stated) | -1 | 1 | 3 | -6 | 8 | 2 | 7 | -8
O=c1oc2ccccc2n1CCCCCn1c(=O)oc2ccccc21 | 7 | -4 | -1 | 3 | 29 | -13 | -12 | -7
CC(=O)C1CCC2C3CC(C)C4(O)CC(=O)CCC4(C)C3C(O)CC12C (configuration not stated) | x | -6 | x | 2 | 20 | x | -8 | x
Cc1ccc(-c2csc(NC(=O)CCCc3cccs3)n2)cc1 | -4 | 6 | -5 | 0 | 6 | -8 | 8 | -10
Cc1ccc(CS(=O)Cc2ccc(C(=O)NC3CCC(C)CC3)o2)cc1 (configuration not stated) | -5 | -5 | 8 | -1 | 7 | -8 | -3 | -13
COc1cc(/C=C/C(=O)c2ccc3c(c2)OCCO3)cc(Br)c1OCC(=O)N(C)C | 21 | 14 | -5 | -6 | -8 | -22 | 17 | -11
CC(Sc1nnnn1-c1ccccc1)C(=O)Nc1ccc(Cl)cn1 (configuration not stated) | 18 | 2 | 0 | 1 | 13 | -3 | -5 | -5
CC(C)Cn1c(=O)c(C(=O)NCc2ccccn2)c(O)c2ccccc21 | 16 | -2 | -5 | 2 | -43 | -17 | -35 | -7
O=C(c1cc(-c2ccc(Cl)cc2)n[nH]1)N1CCc2ccccc2C1 | 5 | -6 | 2 | 2 | 11 | 5 | 4 | -5
NC(=O)CSc1nccn1Cc1ccccc1 | -8 | -5 | -2 | 0 | 22 | 11 | -1 | 11
C=CCNC(=S)NNC(=O)c1ccncc1 | -9 | -6 | 2 | 1 | 17 | 7 | -3 | 1
Cc1cccc(C(=O)Oc2ccccc2C(=O)N2CCOCC2)c1 | -3 | -1 | -3 | 2 | -5 | 8 | 5 | -5
O=S(=O)(Nc1cccc(-c2cn3c(n2)SCC3)c1)c1ccccc1 | -2 | -1 | 15 | -9 | 18 | -9 | 13 | 2
COc1ccc(NC(=O)C2CCCN(c3nc(C)cc(C)n3)C2)cc1 (configuration not stated) | 1 | -8 | -3 | 2 | -18 | -8 | 4 | -6
COc1ccc(CNc2nc(Cl)c(C#N)s2)cc1 | 8 | 2 | 4 | -1 | 18 | -45 | -2 | -7
Cn1c(SCc2cccc([N+](=O)[O-])c2)nc2ccccc2c1=O | 12 | -2 | 8 | 3 | 5 | -2 | -9 | -5
CC1(C)Cc2c(sc3nc(SCC(=O)NCc4ccccc4)n(-c4ccccc4)c(=O)c23)CS1 | 22 | -2 | 21 | 0 | 6 | -5 | -2 | 0
O=Cc1ccccc1-c1cn(CCCOCc2ccccc2)nn1 | 5 | -5 | 10 | 1 | 7 | -13 | 5 | -19
COc1ccc(NC(=O)CN(c2ccccc2F)S(=O)(=O)c2ccc(C)cc2)cc1 | 13 | -4 | 1 | 3 | 12 | 6 | -1 | -5
Cc1ccc(F)c([C@H]2C3C=CCC(c4ccccc4)C3C(=O)N2Cc2ccccc2)c1 (some centres not stated) | 18 | 8 | -3 | 1 | 0 | -9 | -5 | -9
CC(CN1CCOCC1)OC(=O)c1ccccc1 (configuration not stated) | -5 | 5 | -14 | 2 | -1 | -23 | -1 | -5
CC1CC1C(=O)OCC(=O)Nc1ccccc1Oc1ccccc1 (configuration not stated) | -2 | -7 | -7 | 3 | 6 | -17 | 5 | -9
Cc1ccc(OCCOc2ccc(Br)cc2/C=N\NC(N)=O)cc1 | -1 | -8 | 3 | 0 | 6 | 15 | 17 | 1
CCCn1c(CCNc2nc(-c3ccc(Cl)c([N+](=O)[O-])c3)cs2)nc2cc(Cl)c(Cl)cc21 | 15 | 3 | 0 | 1 | -4 | 0 | 20 | -11
O=C(O)c1ccc(-c2nc(-c3ccc(Cl)cc3Cl)cs2)cc1 | 10 | -1 | 1 | 2 | -34 | 60* | -23 | -7
Cc1ccc(C(=O)Nc2cccc3cccnc23)cc1C | 6 | -6 | 63* | 2 | -7 | 69* | 37 | 51*
O=C(NC1CCCCC1)C1CC(=O)N(CCc2ccc(F)cc2)C1 (configuration not stated) | 0 | 5 | 3 | 0 | 3 | -9 | -6 | 5
O=C(COC(=O)c1ccccn1)Nc1ccccc1Cl | -4 | -7 | 6 | -1 | 22 | -14 | -2 | 2
Cc1cccc(N2CCN(C(=O)c3cn(C)c(=O)c4c3c3ccccc3n4C)CC2)c1C | 25 | -4 | 8 | -8 | -276 | 6 | 2 | 2
CCCN(CC1CC1)c1nc(N)c2c(N)nc(OC)cc2c1C#N | 93* | 22 | 4 | -16 | -499 | 82* | 17 | 80*
Cc1cccc(Cn2c(N3CCCCC3C)nc3c2c(=O)[nH]c(=O)n3C)c1 (configuration not stated) | 21 | -17 | 2 | 0 | 13 | 3 | -17 | -4
OCc1nc2ccccc2n1CC(O)Cn1ccc2ccccc21 (configuration not stated) | -2 | 0 | -1 | 0 | 12 | -13 | 17 | 4
COc1nc(-c2ccccc2)ccc1-c1noc(-c2ccccc2)n1 | 8 | -2 | 23 | -18 | -274 | 16 | 13 | 10
CCn1cc(C(=O)N2CCc3ccccc32)c(=O)c2cc(S(=O)(=O)N3CC(C)CC(C)C3)ccc21 (configuration not stated) | 23 | 7 | -4 | -1 | 12 | -5 | 20 | -10
COc1ccc(C(=O)N2CCC(C(=O)Nc3ccccc3OC)CC2)cc1 | -3 | -9 | -3 | 1 | 13 | -15 | -2 | -4
CCc1cc2c(=O)c(-c3cscn3)coc2c(CN(C)C)c1O | -2 | 5 | -12 | -1 | -467 | -12 | 6 | 2
COc1cccc2cc(-c3cc(=O)oc4ccc(OCC(C)=O)cc34)oc12 | 5 | 8 | 2 | -4 | -100 | 6 | 3 | -1
O=C(NC1CCN(S(=O)(=O)c2ccc(F)cc2)CC1)c1ccco1 | -1 | -5 | -11 | 3 | 18 | -10 | 1 | -8
CCOc1cc(/C=N/NC(=O)c2ccc(O)cc2)ccc1Oc1nc(Cl)ncc1F | -12 | -16 | -3 | 0 | 5 | 3 | 5 | 3
C[C@H](CO)N1C[C@H](C)[C@@H](CN(C)C(=O)Nc2ccc3c(c2)OCO3)Oc2ccc(NC(=O)CCN3CCOCC3)cc2C1=O | 0 | 1 | -5 | -1 | -10 | 11 | 29 | 3
Cc1nc2c(-c3ccc(F)cc3)c(C)nn2c(C)c1CCC(=O)Nc1ccccc1 | 4 | -5 | 6 | -2 | -20 | 61* | 6 | 3

With a hit mark in SENP6 inh, of those listed so far:
| SMILES | HKDC1 inh | SENP7 inh | SENP1 FRET inh | SENP8 block-1 | SENP6 inh | PfGluPho inh |
| --- | --- | --- | --- | --- | --- | --- |
| O=C(O)c1ccc(-c2nc(-c3ccc(Cl)cc3Cl)cs2)cc1 | -1 | 1 | 2 | -34 | 60* | -23 |
| Cc1ccc(C(=O)Nc2cccc3cccnc23)cc1C | -6 | 63* | 2 | -7 | 69* | 37 |
| CCCN(CC1CC1)c1nc(N)c2c(N)nc(OC)cc2c1C#N | 22 | 4 | -16 | -499 | 82* | 17 |
| Cc1nc2c(-c3ccc(F)cc3)c(C)nn2c(C)c1CCC(=O)Nc1ccccc1 | -5 | 6 | -2 | -20 | 61* | 6 |

(continued)
SMILES | Apaf-1 inh | HKDC1 inh | SENP7 inh | SENP1 FRET inh | SENP8 block-1 | SENP6 inh | PfGluPho inh | SENP8 block-2
CCOC(=O)C1CCN(C(=O)Cc2c(C(=O)O)n(C)c3ccccc23)CC1 | 2 | 2 | -7 | -5 | -1 | -17 | -8 | -12
Nc1nnc(SCc2cccc(C(F)(F)F)c2)s1 | 4 | -8 | -7 | 2 | 16 | -2 | 8 | -7
CCCNC(=O)NC(=O)COc1c(F)c(F)cc(F)c1F | -1 | -3 | 2 | 5 | 15 | -4 | 19 | -1
O=C(CN1C(=O)NC2(CCCc3ccccc32)C1=O)Nc1ccccc1OC(F)F (configuration not stated) | -10 | -5 | 3 | 0 | -2 | -12 | -2 | 5
CCN(c1ccccc1)S(=O)(=O)c1ccc(Cl)c(NC(=O)Nc2ccc(Cl)cc2C#N)c1 | 40* | -3 | 5 | -11 | -22 | 7 | 2 | 5
Cc1cc(NC(=O)c2ccco2)sc1C | -8 | -3 | 76* | 1 | -8 | 83* | 22 | 68*
CCC(=O)N1CCc2cc(Br)cc(S(=O)(=O)NCCCN(CC)Cc3ccccc3)c21 | 7 | -2 | -1 | 3 | 19 | -20 | 7 | 2
CCN(CC)CCNC(=O)c1sc2nc(-c3ccccc3)cn2c1C | 1 | -7 | -6 | -1 | 9 | 0 | 3 | 2
COc1ccc(NC(=S)NC2CCN(Cc3ccccc3)CC2)cc1OC | -2 | 8 | 2 | 2 | 9 | -6 | -7 | 2
O=C1SCC(c2ccc(Cl)cc2Cl)=NN1Cc1nnc(-c2ccccc2)o1 | 24 | -6 | -5 | -1 | 5 | -1 | -5 | -6
Cc1nnc(SCC(=O)NC2CCCCC2)n(N)c1=O | -19 | -9 | 2 | 0 | 17 | 0 | 3 | -2
CCn1c2ccccc2c2cc(/C=N/NC(=O)c3ccc(O)cc3)ccc21 | 4 | 5 | -4 | -3 | -403 | 21 | 15 | 9
O=C(CCC(=O)N1CCOc2ccccc21)N1CCN(c2ccccc2)CC1 | 11 | -7 | 7 | 4 | 4 | -18 | -6 | -7
CCc1ccc2c(c1)/C(=N/N(C)C(=S)NC)C(=O)N2 | -8 | -9 | 0 | 1 | -11 | -1 | -6 | -5
COc1ccc(CNC(=O)c2ccc(NC(=O)CC3SC(N4CCCC4)=NC3=O)cc2)cc1 (configuration not stated) | 1 | -2 | -5 | -2 | 12 | -23 | -13 | -17
COc1cccc(CNC(=O)CCC2CCCN(C/C=C/c3ccccc3OC)C2)c1 (configuration not stated) | -18 | 5 | -2 | -3 | 2 | 1 | -1 | -3
O=C(NCC(c1ccco1)N1CCCCC1)c1cccc(S(=O)(=O)Nc2ccccc2Cl)c1 (configuration not stated) | 10 | 1 | -12 | -4 | 6 | -4 | -28 | -8
O=C(NCCSc1ccccn1)c1ccc(Cl)cc1Cl | -2 | -5 | 2 | 1 | 6 | 3 | 4 | -1
COc1ccc(C(=O)NC2CCCCCC2)cc1S(=O)(=O)N1CCCC1 | 2 | -5 | -5 | 1 | 9 | -7 | -5 | 4
